# Assay outcomes from PubChem.
# SENP7 block: inhibitors of human SENP7 protease. Q9BQF6. recombinant SENP7, Z-RLRGG-aminoluciferin luminescence, 40 min. inhibition, % at 5 µM. actives 1.5% (n = 330,000);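 active means inhibition above about 50% at the single test dose, limit read from the data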;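 further: plate controls were DMSO with enzyme for no effect and no enzyme buffer wells for full effect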
# Target sequence (Q9BQF6 706-1050 limits assumed): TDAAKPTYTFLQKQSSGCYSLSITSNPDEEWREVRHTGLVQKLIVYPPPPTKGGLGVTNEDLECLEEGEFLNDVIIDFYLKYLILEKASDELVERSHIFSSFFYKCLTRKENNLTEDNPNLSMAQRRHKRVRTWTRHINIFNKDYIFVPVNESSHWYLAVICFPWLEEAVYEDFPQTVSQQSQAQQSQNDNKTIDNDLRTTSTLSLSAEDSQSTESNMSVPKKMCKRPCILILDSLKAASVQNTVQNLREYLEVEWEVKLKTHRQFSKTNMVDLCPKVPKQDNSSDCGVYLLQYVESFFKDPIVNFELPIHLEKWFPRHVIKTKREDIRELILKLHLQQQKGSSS
# SENP8 block: SENP8 protease inhibition; actives 1.2% (n = 330,000); purified SENP8, Z-RLRGG-aminoluciferin cleavage, luminescence; inhibition, % at 10 µM; Q96LD8
# Target sequence (Q96LD8 whole entry, looked up): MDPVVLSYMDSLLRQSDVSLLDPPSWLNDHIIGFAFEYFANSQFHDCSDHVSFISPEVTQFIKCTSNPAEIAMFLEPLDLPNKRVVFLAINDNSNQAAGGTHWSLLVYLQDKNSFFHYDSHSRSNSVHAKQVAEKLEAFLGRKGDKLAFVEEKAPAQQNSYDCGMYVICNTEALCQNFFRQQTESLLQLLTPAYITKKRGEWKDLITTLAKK
# Apaf1 inhib: blocks human Apaf-1 apoptosome activity; inhibition, % at 20 µM; AID 489030; actives 0.71% (n = 330,000); reconstituted apoptosome caspase-3 activity, DEVD-Rh110 fluorescence; active means inhibition of at least 40% at 20 µM;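 further: plate controls were DMSO wells for no effect and DEVD-CHO caspase inhibitor wells for full effect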
#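 System: Apoptosome proteins | Medium: Hepes pH 7.5 with detergent and BSA | Also added: Cytochrome c trigger plus (Z-DEVD)2-Rh110 caspase-3 substrate | Incubation: 30 min compound preincubation, 50 min activation, room temperature | Detection: Rhodamine 110 fluorescence at Ex 480/Em 540 nm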
# 697 NFkB inh: inhibitors of the PMA/ionomycin-induced NF-kB reporter in 697 B cells. 697 B-cell NF-kB luciferase reporter, 16 h. inhibition, % at 4 µM. actives 0.33% (n = 330,000). AID 435022; in the data active means inhibition above about 35%
# Jurkat NFkB inh: inhibitors of the PMA/ionomycin-induced NF-kB reporter in Jurkat cells; inhibition, % at 4 µM; actives 0.53% (n = 330,000); PMA/ionomycin-induced NF-kB luciferase reporter, luminescence
# HKDC1 inhibitor: blocks human hexokinase HKDC1 activity. Q2TB90. recombinant HKDC1, G6PDH/diaphorase resazurin coupled fluorescence. inhibition, % at 20 µM. actives 0.16% (n = 340,000);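 active means inhibition above about 35% when tested at 20 µM, limit read from the data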;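 further: plate controls were DMSO wells with enzyme for no effect and DMSO wells lacking enzyme for full effect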
#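 Assay system: in-house recombinant HK5 (HKDC1) enzyme. Input: HKDC1 at 5 µg/mL. Medium: Tris pH 8.0 buffer with MgCl2, Tween-20, BSA, BME. Dosing: single 20 µM dose. Schedule: 90 min reaction incubation at room temperature, dark. Signal: resazurin-to-resorufin fluorescence via G6PDH and diaphorase coupling, 525/613 nm. Controls: DMSO-enzyme wells negative, buffer-substituted wells positive.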
# Gli-Sufu antag: Gli-Sufu pathway antagonism | Sufu-KO-LIGHT fibroblasts, Gli luciferase reporter luminescence | inhibition, % at 5 µM | actives 0.74% (n = 340,000) | AID 588413;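 active means inhibition above about 55%, limit read from the data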;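 further: 0% = DMSO-treated cells and 100% = wells with medium but no cells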
# UBC13 inh: human UBC13 polyubiquitination inhibition. UBC13 polyubiquitin chain formation, TR-FRET. actives 0.47% (n = 330,000). inhibition, % at 20 µM. P61088; in the data active means inhibition above about 45%, passing the limit was not always enough; inconclusive means no clear call, values can overlap the other calls
# Target sequence (P61088 whole entry, looked up): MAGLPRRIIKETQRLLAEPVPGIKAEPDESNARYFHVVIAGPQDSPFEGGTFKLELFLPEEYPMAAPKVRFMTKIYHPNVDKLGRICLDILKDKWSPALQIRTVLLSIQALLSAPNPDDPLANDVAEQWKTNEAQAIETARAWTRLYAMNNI
# Active calls of the source: *; ? = inconclusive; nt = no result given. Unless noted, no stated cut-off is given here; in the data, active means inhibition above about 50%; inactive means the rest.
SMILES,SENP7 block,SENP8 block,Apaf1 inhib,697 NFkB inh,Jurkat NFkB inh,HKDC1 inhibitor,Gli-Sufu antag,UBC13 inh
CC(C)C1S/C(=N/N=C/c2cccs2)NC1=O (configuration not stated),-10,-11,5,-10,-16,-6,-29,-20
Cc1cccc(NC(=O)CSc2nnc(-c3ccccc3Br)o2)c1C,10,-2,-9,7,0,5,7,13
CCCCNC(=S)N/N=C1\CCCCc2ccccc21,-14,5,18,-11,-7,-11,3,1
CCOC(=O)CSc1nnc(C)n1N,-9,-6,0,-24,2,-8,1,-8
Cc1cccc(Cn2nc(C)c(NC(=O)c3ccc(F)cc3)c2C)c1,-18,-9,5,0,-10,-5,0,-3
COc1cc(N2C(=O)CSC23C(=O)Nc2ccccc23)cc(OC)c1OC (configuration not stated),-4,1,2,1,-9,1,-2,7
Cc1nn(-c2ccc(Cl)cc2)c(NC(=O)C(C)C)c(-c2ccccc2)c1=O,2,1,-26,24,9,-2,3,3
Cc1cccc(NC(=O)c2sc3nc4c(c(-c5ccco5)c3c2N)CCC4)c1,1,-3,-2,-35,-18,9,-32,1
CC(C)NC(=O)Nc1ccc2c(c1)C(=O)N([C@H](C)CO)C[C@H](C)[C@@H](CN(C)S(=O)(=O)c1cccs1)O2,7,-5,13,25,-2,-2,-11,6
CCOC(=O)c1[nH]c(C)c(C(=O)OCc2ccc(C)cc2)c1C,-3,1,-1,-2,13,-9,-28,-2
COc1ccc(N2C(=NC(=O)C3CCCCC3)SC3CS(=O)(=O)CC32)cc1OC (configuration not stated),-5,-1,-6,6,4,-6,-1,8
COc1ccc(-n2c(SC)nc(O)c(Cc3ccccc3)c2=O)cc1,1,-4,-7,-5,-4,-4,5,4
CCC(C(=O)NC1CCCC1)N(Cc1ccc2c(c1)OCO2)C(=O)c1snc(C(N)=O)c1N (configuration not stated),16,2,2,10,6,13,7,26
O=[N+]([O-])c1ccc(NC2CCN(Cc3ccccc3)CC2)c([N+](=O)[O-])c1,-5,9,8,1,2,3,28,-17
CC12CN3CC(C)(CN(C1)C3c1ccc([N+](=O)[O-])o1)C2 (configuration not stated),0,-8,-14,-8,6,-2,-13,-7
Cc1cccc(/C=N/NC(=O)NC23CC4CC(CC(C4)C2)C3)n1,5,2,-10,4,3,-5,-12,10
CCOC(=O)/C=C/C(=O)OCC(=O)Nc1ccc(Cl)cc1Cl,4,-1,-3,11,-1,-5,-3,21
COc1ccc(NS(=O)(=O)c2cc(NC(=O)[C@H](C)NC(N)=O)ccc2N2CCCC2)cc1,8,1,-5,9,4,4,-16,1
O=C1c2ccccc2C(=O)N1CCCCSc1nnc2c(Cl)cc(Cl)cn12,2,3,-13,14,5,4,-2,-4
Cc1occc1-c1nnc(SCC(=O)N2CCOCC2)o1,-7,-2,3,0,-10,-4,-6,-11

# Overlap with the part before: 5 compounds, then new ones.
SMILES,SENP7 block,SENP8 block,Apaf1 inhib,697 NFkB inh,Jurkat NFkB inh,HKDC1 inhibitor,Gli-Sufu antag,UBC13 inh
Cc1cccc(/C=N/NC(=O)NC23CC4CC(CC(C4)C2)C3)n1,5,2,-10,4,3,-5,-12,10
CCOC(=O)/C=C/C(=O)OCC(=O)Nc1ccc(Cl)cc1Cl,4,-1,-3,11,-1,-5,-3,21
COc1ccc(NS(=O)(=O)c2cc(NC(=O)[C@H](C)NC(N)=O)ccc2N2CCCC2)cc1,8,1,-5,9,4,4,-16,1
O=C1c2ccccc2C(=O)N1CCCCSc1nnc2c(Cl)cc(Cl)cn12,2,3,-13,14,5,4,-2,-4
Cc1occc1-c1nnc(SCC(=O)N2CCOCC2)o1,-7,-2,3,0,-10,-4,-6,-11
O=C(NCc1ccco1)c1cccn2c(=O)c3c4c(sc3nc12)CCCC4,3,6,26,-11,2,7,15,-12
N#Cc1ccc(COc2cccnc2[N+](=O)[O-])cc1,0,-2,1,8,-7,-5,-12,1
COc1ccc(CCN2C(=O)CSC2c2cccc([N+](=O)[O-])c2)cc1OC (configuration not stated),-11,-3,-1,10,12,-2,32,1
O=[N+]([O-])c1cccc(-c2ccc(C(=S)N3CCN(c4ccc(F)cc4)CC3)o2)c1,4,-2,-8,-17,-4,-11,0,-15
CC(C)(C)N1CC(C(=O)Nc2cccc(Cl)c2Cl)CC1=O (configuration not stated),-8,-1,-20,-1,3,-2,-5,5
CN(C)NC(=O)C12CCC(C)(C(=O)O1)C2(C)C (configuration not stated),-4,0,-5,11,3,-2,-2,4
CCCOc1ccc(N2C(=O)CC(N3CCN(CCN=CC4=C(O)CC(C)(C)CC4=O)CC3)C2=O)cc1 (configuration not stated),-10,-3,1,-4,-5,-5,0,-8
CCc1nc(SCc2ccccn2)c2c(=O)n(C)c(=O)n(C)c2n1,1,-2,8,1,5,-5,2,5
CCCOc1cccc(C(=O)N(Cc2ccccc2)C2CCS(=O)(=O)C2)c1 (configuration not stated),-3,5,7,-5,11,-4,-5,4
Cc1ccc(N2CC(C(=O)NCc3ccco3)CC2=O)cc1Cl (configuration not stated),1,7,-11,26,-2,-4,-1,6
COC(C(=O)N/N=C(\C)CC(=O)Nc1ccc(Cl)cc1C)c1ccccc1 (configuration not stated),5,0,-2,5,1,-15,-3,6
N/C(=N\OC(=O)c1cccc(Cl)c1)c1ccncc1,7,3,6,-99,-73,-11,-33,-18
Cc1ccc(/C=N/NC(=O)c2nnn(-c3nonc3N)c2CSc2ccccc2)s1,2,3,9,-21,10,1,25,-6
CN(C)C(CNC(=O)CNC(=O)c1ccc2ccccc2c1)c1ccccc1 (configuration not stated),-5,0,-9,13,-5,-5,-17,1
CCOc1ccc(N(CC(=O)NC(C)(C)C)C(=O)c2ccco2)cc1,-6,-13,-11,-2,7,-2,10,-4
CCOC(=O)C1CCCN(c2oc(-c3ccc(F)cc3)nc2C#N)C1 (configuration not stated),0,1,5,8,6,4,-5,10
C[n+]1cccc(C(=O)N/N=C/c2ccc3c(c2)OCO3)c1,-3,-9,8,2,-7,4,-22,-8
COC(=O)C(C)(C)NC(=O)c1cccs1,-10,-10,-4,-4,18,-2,10,-1
Nc1nnnn1/N=C/c1cc([N+](=O)[O-])ccc1O,-7,-10,-16,18,-7,5,-2,-32
CCCCC1(C)OC(=O)C(=Cc2ccc(-c3ccc(Cl)c(C(=O)O)c3)o2)C(=O)O1 (configuration not stated),6,2,14,12,11,14,0,-11
CCOC(=O)C(=CNc1ccc2c(c1)c1ccccc1n2CC)C(=O)OCC,-1,-9,10,-5,-9,2,-3,1
Cc1ccc(/C=N/N2CCN(Cc3ccc(C)cc3)CC2)cc1,-2,1,-3,14,-11,-4,-1,9
CCn1c(CNC(=O)c2ccco2)nnc1SCC(=O)Nc1ccc(Br)cc1F,5,-4,16,-34,-5,12,2,-12
COc1ccc(NC(=O)Cc2c(Cl)cccc2Cl)cn1,6,-8,-10,9,4,2,6,2
Cc1ccc(CCNc2ccccc2)c[n+]1[O-],3,-5,-2,-6,-1,2,-17,1
CCOC(=O)c1ccc(NC=C2C(=O)OC3(CCCCC3)OC2=O)cc1,-7,1,-5,12,-7,-1,-8,6
Cc1cc(/C=C2/NC(=O)NC2=O)c(C)n1C,-6,-8,2,0,4,-2,-2,-27
CC(=O)c1ccc(N2CCN(C(=S)Nc3cccc(F)c3)CC2)cc1,9,-6,7,-20,-14,-10,-2,1
O=C(Nc1cccnc1)C1OCCc2ccccc21 (configuration not stated),-1,-5,-1,4,6,-6,0,-2
NC(=O)c1ccsc1NC(=O)COC(=O)c1c(F)cccc1Cl,15,10,-3,-13,-22,-6,-34,17
O=C(c1cnn2c1NC(c1ccc(Br)cc1)CC2C(F)(F)F)N1CCN2CCCC2C1 (configuration not stated),5,-1,6,-20,-7,-7,-29,0
Cc1nnc(N(Cc2ccco2)C(=O)c2ccc(C#N)cc2)s1,3,3,-10,-17,-8,-6,3,-6
CCOc1cccc(-c2nnc3n2N=C(c2cc(OC)ccc2OC)CS3)c1,2,-2,22,-64,53*,1,-1,3
O=C(NN=C1CCCCCC1)c1ccc(Cl)s1,-9,-6,8,7,0,-2,-16,1
O=C(CONS(=O)(=O)c1ccc(Cl)cc1)NCCNc1ncc(C(F)(F)F)cc1Cl,-10,-5,27,-19,-15,0,-5,-21
O=C(O)CSc1c2c(nc3cc(C(=O)N4CCOCC4)ccc13)CCCC2,-1,-2,-11,20,11,7,0,1
S=c1nc2ccccc2c2nc(-c3ccccc3)[nH]n12,3,-2,-6,-8,0,-21,26,?
COc1ccc(/C=C(/C(=O)N2CCCCC2C(=O)O)c2ccc(OC)c(OC)c2)cc1 (configuration not stated),0,15,8,-12,21,-4,-20,1
O=C(Nc1ccc2c(c1)C(=O)OC2)Nc1cccc2ccccc12,-8,-3,6,-4,-8,-11,-5,-2
Cn1ncc2c(Nc3cccc(Cl)c3)nc(Nc3cccc(Cl)c3)nc21,5,-1,31,17,7,2,12,41

# Complete entries, looked up by structure. Screens in order: SENP7 block | SENP8 block | Apaf1 inhib | 697 NFkB inh | Jurkat NFkB inh | HKDC1 inhibitor | Gli-Sufu antag | UBC13 inh
# `O=C(c1cnn2c1NC(c1ccc(Br)cc1)CC2C(F)(F)F)N1CCN2CCCC2C1` (configuration not stated) as listed: 5 | -1 | 6 | -20 | -7 | -7 | -29 | 0
# `CCOc1ccc(N(CC(=O)NC(C)(C)C)C(=O)c2ccco2)cc1` as listed: -6 | -13 | -11 | -2 | 7 | -2 | 10 | -4
# `CCOC(=O)c1[nH]c(C)c(C(=O)OCc2ccc(C)cc2)c1C` as listed: -3 | 1 | -1 | -2 | 13 | -9 | -28 | -2

# New compounds follow:
SMILES,SENP7 block,SENP8 block,Apaf1 inhib,697 NFkB inh,Jurkat NFkB inh,HKDC1 inhibitor,Gli-Sufu antag,UBC13 inh
O=C(CSCC(=O)c1ccccc1)Nc1ccccc1Cl,5,1,-8,16,-7,-3,-1,7
N#Cc1c(N(CCO)CCO)nc(N)c2c(N)nc3c(c12)CC(=O)N3CC1CCCO1 (configuration not stated),39,67*,98*,8,2,9,10,-14
Cc1ccsc1C(=O)Nc1cc(C(C)(C)C)nn1-c1ccccc1,0,-9,3,11,17,-2,7,-3
CC1CCN(C(=O)c2cccc(S(=O)(=O)N3CCN(c4ccccc4)CC3)c2)CC1,3,1,15,26,7,-2,-2,5
COc1ccc2c(c1)OC13CCN(C)CC1C2C(C(=O)c1ccc(F)cc1)C(=O)N3 (configuration not stated),-12,-17,0,8,-7,-7,-4,16
COc1ccc(-c2[nH]ncc2CN(C)Cc2cc(C)[nH]n2)c(F)c1,2,3,-4,14,7,-10,1,9
COc1ccc(Br)cc1S(=O)(=O)NCc1ccccn1,-4,-10,-7,13,2,1,-7,-3
CC1CCCCN1CC(O)COCc1ccc(Cl)cc1 (configuration not stated),-12,-10,-2,-1,22,0,-1,-6
COc1ccc(-c2csc(NC(C)c3nc4cc(C(F)(F)F)ccc4n3CCOCCO)n2)cc1 (configuration not stated),3,2,18,-23,-16,-2,-2,22
COC(=O)c1c(NC(=O)Cc2ccccc2)sc2c1C(C(=O)OC)CC2 (configuration not stated),7,12,-3,19,8,-5,nt,-2
COc1cc(NC(=O)c2ccc(F)cc2)c(OC)cc1NC(=O)CN1CCOCC1,14,-3,-3,9,17,9,0,-6
CCOCCCN(Cc1ccco1)S(=O)(=O)c1csc(C(N)=O)c1,-3,2,6,12,-8,-4,6,-1
CCS(=O)(=O)n1nc(-c2ccccc2)nc1SCc1ccccc1,-1,-1,16,-71,-51,-1,-61,-2
O=[N+]([O-])c1ccc(Sc2nccn2Cc2ccccc2)cc1,-17,-4,-2,3,14,2,5,-6
CCc1cccc(NC(=O)C2CCCN2C(=O)Nc2ccc(C)cc2)c1 (configuration not stated),-1,1,10,-8,-5,-3,4,0
CCOC(=O)c1cc(-c2ccc(F)cc2)n(CC(=O)N2CCCC2)c1C,8,1,-2,-12,-13,-5,5,3
O=C(NCc1ccccc1Cl)c1cccc(C(F)(F)F)c1,7,-6,12,17,-16,-5,5,6
O=c1c2ccccc2[nH]c(=S)n1CCN1CCN(Cc2ccccc2)CC1,3,-3,-12,-1,8,-4,10,10
Cc1ccc(NC(=S)N2CCCC(CO)C2)c(C)c1 (configuration not stated),-3,-8,-4,-15,-16,-3,14,-16
